TAAR1 agonist – human TAAR1 agonists, primary screen, Fluo-8 calcium fluorescence, CHO RD-HGA16 cells | Trace amine-associated receptor 1 (Homo sapiens), Q96RJ0 | vehicle wells 0%, saturating PEA agonist 100% | activation, % at 3 µM | hit rate 0.99% among 360,000 | AID 624467, 2012;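 active means activation above the mean activation of all test compounds in the run plus 3 SD, cut at about 38% in these data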
Target sequence (Q96RJ0 whole entry, looked up): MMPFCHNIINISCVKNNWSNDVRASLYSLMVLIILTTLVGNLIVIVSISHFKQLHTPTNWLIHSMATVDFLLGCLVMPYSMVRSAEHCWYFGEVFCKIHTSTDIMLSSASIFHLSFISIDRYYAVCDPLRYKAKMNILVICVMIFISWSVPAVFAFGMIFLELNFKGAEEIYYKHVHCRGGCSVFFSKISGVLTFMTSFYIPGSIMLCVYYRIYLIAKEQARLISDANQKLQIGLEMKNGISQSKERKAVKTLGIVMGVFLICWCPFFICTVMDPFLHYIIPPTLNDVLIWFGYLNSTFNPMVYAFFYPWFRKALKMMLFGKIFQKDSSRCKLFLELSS
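Assay system – CHO-derived RD-HGA16 cells with stable Gα16 and human TAAR1 · Compound dosing – one-point dosing at 3 µM (nominal) · Incubation – 17-24 h seeding, 75 min 37 °C dye, 30 min RT · Measured by – kinetic Fluo-8 calcium fluorescence · Control set – DMSO vehicle as 0%, PEA at EC100 as 100% · Repeats – single well for each compound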
M1 PAM parental – nonselective calcium activators in parental CHO-K1 cells, primary screen, counter-screen for M1 PAM project, cell-based, Fluo-8 calcium fluorescence, full deck, 1536-well; ATP EC20; 0% at ATP EC20, 100% at ATP max; activation, % at 3 µM; hit rate 0.02% among 360,000; AID 602247, 2012;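 active means activation above the run cutoff, the mean activation of all test compounds plus 3 SD, cut at about 40% in these data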;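 further: peak over basal fluorescence ratio in a 140 s read after ATP addition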
CHO parental Ca – ATP-evoked calcium signal inhibitors, parental CHO, primary screen, counter-screen for OX1R antagonist project, cell-based, fluorescence, Fluo-8 calcium dye. hit rate 0.63% among 330,000. parental CHO-K1, ATP-induced calcium, Fluo-8 fluorescence. inhibition, % at 5.6 µM. AID 463079, 2010;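 active means inhibition above that plate's mean sample inhibition plus 3 SD, cut at about 26% in these data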;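 further: 0% = ATP-challenged DMSO wells and 100% = DMSO wells without ATP; some compounds past the cut are filed as inactive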
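Assay system – parental CHO cells · Reagent – ATP stimulus · Detection – intracellular calcium via Fluo-8 no-wash fluorescent dye · Evaluation – percent inhibition of ATP-evoked calcium rise, normalized to controls · Controls – ATP wells versus no-ATP DMSO wells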
CHRM1 antagonist – human M1 muscarinic receptor antagonists, primary screen, CHO-K1 cells, Fluo-8 calcium fluorescence, 1536-well | hit rate 1.3% among 360,000 | AID 588852, 2011 | CHO-K1 hM1, ACh EC80 antagonist | inhibition, % at 3 µM;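 active means percent inhibition above its own plate's cutoff, namely the mean of that plate's compound wells plus 3 SD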;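 further: peak over basal fluorescence ratio during 140 s after agonist addition; 0% = ACh EC80 plus DMSO and 100% = DMSO alone without agonist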
Target sequence (P11229 whole entry, looked up): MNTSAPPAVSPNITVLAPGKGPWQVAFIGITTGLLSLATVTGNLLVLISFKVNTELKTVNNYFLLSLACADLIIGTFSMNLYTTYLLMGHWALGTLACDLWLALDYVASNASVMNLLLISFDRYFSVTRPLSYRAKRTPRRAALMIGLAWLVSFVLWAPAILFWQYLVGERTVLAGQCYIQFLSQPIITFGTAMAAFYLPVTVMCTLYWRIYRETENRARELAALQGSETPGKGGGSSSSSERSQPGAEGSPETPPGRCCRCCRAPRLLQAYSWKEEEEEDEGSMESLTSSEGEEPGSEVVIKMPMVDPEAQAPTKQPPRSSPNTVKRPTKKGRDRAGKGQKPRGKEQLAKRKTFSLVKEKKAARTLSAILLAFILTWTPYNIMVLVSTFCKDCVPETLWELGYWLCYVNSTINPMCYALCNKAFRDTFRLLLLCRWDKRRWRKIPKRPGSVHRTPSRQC
CHO-K1 Ca ag – counter-screen for M1 agonists: effect in parental CHO-K1 cells; Fluo-8 calcium fluorescence; scaled to maximal ATP response, vehicle zero; activation, % at 3 µM; hit rate 0.48% among 360,000; AID 602248, 2012; in the data active means activation above about 15%;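 further: untransfected CHO-K1 host cells lacking M1 receptor as counterscreen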
OXTR potentiate – human OXTR potentiators, primary screen, fluorescence, CHO-OTR cells, Fluo-8 calcium; Oxytocin receptor (Homo sapiens), P30559; Fluo-8 calcium fluorescence, potentiator mode; 0% = oxytocin EC15, 100% = EC100; activation, % at 3 µM; hit rate 0.061% among 320,000; AID 2445, 2010;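 active means activation above that plate's cutoff, the mean activation of tested compounds plus 3 SD, cut at about 6.6% in these data, passing the limit was not always enough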;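 further: 100% uses oxytocin at 75 nM as the full agonist control; some results filed as inactive read as strong as hits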
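System: human OTR in CHO cells / Also added: sub-maximal oxytocin, roughly EC15 / Control set: EC15 oxytocin low, 75 nM oxytocin high / Schedule: 6 min compound pre-incubation at room temperature, 100 s kinetic read / Compound: single-point 3.0 µM / Replication: singlicate / Technique: Fluo-8 calcium dye fluorescence / Read-out basis: % activation of max/min ratio relative to oxytocin controls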
CHRM1 agonist – human M1 muscarinic receptor agonists, primary screen, Fluo-8 calcium fluorescence, CHO-K1 cells, HTS; Muscarinic acetylcholine receptor M1 (Homo sapiens), P11229; CHO-K1 hM1, agonist mode; 0% DMSO, 100% acetylcholine EC100; activation, % at 3 µM; hit rate 0.33% among 360,000;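 active means activation above the run's mean compound activation plus 3 SD, cut at about 16% in these data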;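 further: peak over basal fluorescence ratio within a 140 s kinetic read after compound addition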
TAAR1 antag – human TAAR1 antagonists, primary screen, Fluo-8 calcium fluorescence, CHO RD-HGA16 cells; antagonist; inhibition, % at 3 µM; hit rate 1.5% among 360,000; AID 624466, 2012;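 active means inhibition above a per-plate cutoff, the mean inhibition of test compounds on that plate plus 3 SD, cut at about 49% in these data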;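 further: 0% = DMSO plus EC80 beta-PEA response and 100% = DMSO alone without agonist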
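Assay system: CHO-derived RD-HGA16 cells stably expressing human TAAR1 plus Gα16. Timing: 140 s kinetic read after compound, 140 s after agonist. Technique: kinetic Fluo-8 calcium fluorescence measurement. Measure: % inhibition of agonist calcium response.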
CHO-K1 Ca antag – nonselective inhibitor or artifact in parental CHO-K1 cells. ATP-induced calcium, Fluo-8 fluorescence. inhibition, % at 3 µM. hit rate 0.6% among 360,000. AID 602250;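 active means inhibition above a per-plate cutoff, the plate's mean sample inhibition plus 3 SD, cut at about 24% in these data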;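 further: 0% = DMSO plus EC80 ATP and 100% = DMSO alone without ATP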
The depositor's hits bear a star; & = joins results of further samples; ! = not confirmed by another sample.

What do the screens show for `C/C(=N\NC(=O)c1ccc(N2CCCC2=O)cc1)c1ccccc1`?
TAAR1 agonist: 2; M1 PAM parental: 7; CHO parental Ca: -9; CHRM1 antagonist: -2; CHO-K1 Ca ag: 0.5; OXTR potentiate: -4; CHRM1 agonist: -3; TAAR1 antag: -16; CHO-K1 Ca antag: -8

What do the screens show for `Cn1c(=O)c2cc(NC(=O)CCc3ccccc3)ccc2n1Cc1cccc(C(F)(F)F)c1`?
TAAR1 agonist: 11; M1 PAM parental: 10; CHRM1 antagonist: -6; CHO-K1 Ca ag: 5.1; CHRM1 agonist: 1; TAAR1 antag: 3; CHO-K1 Ca antag: -4

What do the screens show for `Cc1ccc(NC(=O)CCNC(=O)c2ccc(Cl)cc2)cc1F`?
TAAR1 agonist: 4; M1 PAM parental: 23; CHO parental Ca: -19; CHRM1 antagonist: 4; CHO-K1 Ca ag: 3.6; OXTR potentiate: -8; CHRM1 agonist: -7; TAAR1 antag: 11; CHO-K1 Ca antag: -4

Results for CCCNC(=O)c1ccccc1NC(=O)C1=CSCCO1 ?
TAAR1 agonist: 3; M1 PAM parental: 24; CHO parental Ca: -10; CHRM1 antagonist: 0; CHO-K1 Ca ag: 0.9; OXTR potentiate: -5; CHRM1 agonist: -4; TAAR1 antag: -30; CHO-K1 Ca antag: -18

What do the screens show for `COC(=O)C[C@H]1c2cc(F)ccc2S(=O)(=O)N1c1ccccc1`?
TAAR1 agonist: 7; M1 PAM parental: 13; CHO parental Ca: -9; CHRM1 antagonist: -1; CHO-K1 Ca ag: -0.2; OXTR potentiate: -6; CHRM1 agonist: 1; TAAR1 antag: 4; CHO-K1 Ca antag: -13

How did O=C1OC(/C=C/c2ccccc2)=NC/1=C/c1ccco1 do in these assays?
TAAR1 agonist: 2; M1 PAM parental: 20; CHO parental Ca: 4; CHRM1 antagonist: -12; CHO-K1 Ca ag: -0.4; OXTR potentiate: -14; CHRM1 agonist: -5; TAAR1 antag: 2; CHO-K1 Ca antag: -7

What do the screens show for `C=CCNC(=S)NNC(=O)CCC(O)COCCC(C)C` (stereo not drawn)?
TAAR1 agonist: 3; M1 PAM parental: -4; CHO parental Ca: 5; CHRM1 antagonist: 3; CHO-K1 Ca ag: 0.2; OXTR potentiate: -2; CHRM1 agonist: -1; TAAR1 antag: -1; CHO-K1 Ca antag: -10

What do the screens show for `O=C(CSCc1ccccc1Br)N/N=C/c1ccc(OCC(=O)N2CCCCC2)cc1`?
TAAR1 agonist: 1; M1 PAM parental: 17; CHO parental Ca: -26; CHRM1 antagonist: -1; CHO-K1 Ca ag: 1.4; OXTR potentiate: -8; CHRM1 agonist: -5; TAAR1 antag: -14; CHO-K1 Ca antag: -11

What do the screens show for `COc1ccc(Cl)cc1N(CC(=O)N/N=C/c1ccc(OC(C)C)cc1)S(=O)(=O)c1ccc(C)c([N+](=O)[O-])c1`?
TAAR1 agonist: 1; M1 PAM parental: 16; CHO parental Ca: -17; CHRM1 antagonist: 1; CHO-K1 Ca ag: 1.5; OXTR potentiate: -8; CHRM1 agonist: -3; TAAR1 antag: 18; CHO-K1 Ca antag: -10

How did O=C(O)CSc1ccccn1 do in these assays?
TAAR1 agonist: 2; M1 PAM parental: 18; CHO parental Ca: 5; CHRM1 antagonist: -38; CHO-K1 Ca ag: 0.4; OXTR potentiate: -11; CHRM1 agonist: 0; TAAR1 antag: 7; CHO-K1 Ca antag: -12

What do the screens show for `NC(=O)c1ccccc1NC(=O)c1ccccc1F`?
TAAR1 agonist: 2; M1 PAM parental: 6; CHO parental Ca: 3; CHRM1 antagonist: -10; CHO-K1 Ca ag: -0.2; OXTR potentiate: -3; CHRM1 agonist: 1; TAAR1 antag: -15; CHO-K1 Ca antag: -5

How did COc1ccc(-c2cc(C3CC3)nc(SCC(=O)c3cccs3)c2C#N)cc1 do in these assays?
TAAR1 agonist: 5; M1 PAM parental: 5; CHO parental Ca: -7; CHRM1 antagonist: -9; CHO-K1 Ca ag: 0.1; OXTR potentiate: -10; CHRM1 agonist: -5; TAAR1 antag: -15; CHO-K1 Ca antag: -5

Results for CC1CCC(C(C)C)C(OC(=O)Cn2c(-c3ccccc3)[n+](C)c3ccccc32)C1 (stereo not drawn) ?
TAAR1 agonist: 8&10; M1 PAM parental: 14&7; CHO parental Ca: 42*!; CHRM1 antagonist: 43*!; CHO-K1 Ca ag: 5.8&6.0; OXTR potentiate: -2&-11; CHRM1 agonist: -7&-4; TAAR1 antag: 29&5; CHO-K1 Ca antag: 12&14

How did COc1ccc(C(=O)NCC(=O)N/N=C(\C)c2ccco2)cc1OC do in these assays?
TAAR1 agonist: 7; M1 PAM parental: -24; CHO parental Ca: -8; CHRM1 antagonist: -6; CHO-K1 Ca ag: 0.3; OXTR potentiate: -2; CHRM1 agonist: 3; TAAR1 antag: -12; CHO-K1 Ca antag: 2

Results for COc1ccc(OC)c(NC(=O)CSc2nc(=O)n(CCN3CCOCC3)c3c2CCCC3)c1 ?
TAAR1 agonist: 0; M1 PAM parental: 13; CHO parental Ca: -20; CHRM1 antagonist: -17; CHO-K1 Ca ag: 0.3; OXTR potentiate: -4; CHRM1 agonist: -7; TAAR1 antag: 10; CHO-K1 Ca antag: -8

How did N#CC1=C(S)N(c2ccccc2)C(c2ccc(-c3ccccc3Cl)o2)NC1=O (stereo not drawn) do in these assays?
TAAR1 agonist: 0; M1 PAM parental: 14; CHO parental Ca: -13; CHRM1 antagonist: -8; CHO-K1 Ca ag: 0.0; OXTR potentiate: 1; CHRM1 agonist: -4; TAAR1 antag: -14; CHO-K1 Ca antag: -1

What do the screens show for `COc1cc2c(cc1OC)C(c1cccc(Br)c1)CC(=O)N2` (stereo not drawn)?
TAAR1 agonist: 0; M1 PAM parental: -8; CHRM1 antagonist: -5; CHO-K1 Ca ag: 0.4; CHRM1 agonist: -1; TAAR1 antag: -10; CHO-K1 Ca antag: -4

What do the screens show for `CC(C)NS(=O)(=O)c1ccc(NC(=O)CCc2ccccc2)cc1`?
TAAR1 agonist: 15; M1 PAM parental: 18; CHO parental Ca: -14; CHRM1 antagonist: -5; CHO-K1 Ca ag: 1.8; OXTR potentiate: -6; CHRM1 agonist: -1; TAAR1 antag: -21; CHO-K1 Ca antag: -15

What do the screens show for `CCN(C[C@H]1N[C@@](CC)(C(=O)OC)[C@H]2C(=O)N(C)C(=O)[C@@H]12)S(=O)(=O)c1ccc(OC)cc1`?
TAAR1 agonist: 1; M1 PAM parental: 9; CHO parental Ca: -1; CHRM1 antagonist: -3; CHO-K1 Ca ag: 0.1; OXTR potentiate: -2; CHRM1 agonist: -2; TAAR1 antag: -14; CHO-K1 Ca antag: -7

What do the screens show for `CCOC(=O)c1ccc(NC(=O)N2C3CCCC2CC(NC(C)=O)C3)cc1` (stereo not drawn)?
TAAR1 agonist: 1; M1 PAM parental: 3; CHO parental Ca: -5; CHRM1 antagonist: -11; CHO-K1 Ca ag: 0.1; OXTR potentiate: -6; CHRM1 agonist: -3; TAAR1 antag: -6; CHO-K1 Ca antag: -10

Results for CCOc1ccc(CCN2C(=S)N([C@@H](CC(C)C)CN3CCCC3CN3C(=S)NC[C@@H]3CC(C)C)C[C@@H]2Cc2ccc(O)cc2)cc1 (stereo partly drawn) ?
TAAR1 agonist: 1; M1 PAM parental: 33; CHRM1 antagonist: -12; CHO-K1 Ca ag: 0.4; CHRM1 agonist: 0; TAAR1 antag: -47; CHO-K1 Ca antag: -15

How did CN=C(Nc1ccc(Cl)cc1)c1ccc(C(F)(F)F)cc1 do in these assays?
TAAR1 agonist: 1; M1 PAM parental: 18; CHO parental Ca: -8; CHRM1 antagonist: -4; CHO-K1 Ca ag: 1.0; OXTR potentiate: -7; CHRM1 agonist: -5; TAAR1 antag: -22; CHO-K1 Ca antag: 2

Results for COc1ccc(OC)c2sc(N3CCN(c4ccccc4)CC3)nc12 ?
TAAR1 agonist: 6; M1 PAM parental: -5; CHO parental Ca: -16; CHRM1 antagonist: 9; CHO-K1 Ca ag: 0.0; OXTR potentiate: -7; CHRM1 agonist: 0; TAAR1 antag: 7; CHO-K1 Ca antag: 28*

How did Nc1nonc1-c1noc(CCCCCN2C(=O)c3ccccc3C2=O)n1 do in these assays?
TAAR1 agonist: 5; M1 PAM parental: 16; CHO parental Ca: -7; CHRM1 antagonist: -11; CHO-K1 Ca ag: 0.6; OXTR potentiate: -12; CHRM1 agonist: -2; TAAR1 antag: 20; CHO-K1 Ca antag: -5

What do the screens show for `Cc1oc2c(c(C)cc3oc(=O)c(CC(=O)N[C@H](C(=O)O)C(C)C)c(C)c32)c1C`?
TAAR1 agonist: 5; M1 PAM parental: -2; CHRM1 antagonist: -9; CHO-K1 Ca ag: -0.1; CHRM1 agonist: -1; TAAR1 antag: -12; CHO-K1 Ca antag: -11

Results for CCN1CCN(c2ccc(S(=O)(=O)N3CCOCC3)cc2NC(=O)COc2ccc(F)cc2Cl)CC1 ?
TAAR1 agonist: 3; M1 PAM parental: 14; CHO parental Ca: -24; CHRM1 antagonist: -4; CHO-K1 Ca ag: 0.5; OXTR potentiate: 1; CHRM1 agonist: -4; TAAR1 antag: -9; CHO-K1 Ca antag: -5

How did Nn1c(SCC(=O)N2CCOCC2)nnc1-c1ccco1 do in these assays?
TAAR1 agonist: 8; M1 PAM parental: 7; CHO parental Ca: 21; CHRM1 antagonist: -10; CHO-K1 Ca ag: 0.2; OXTR potentiate: -7; CHRM1 agonist: -2; TAAR1 antag: -19; CHO-K1 Ca antag: -2

How did CNS(=O)(=O)c1ccc(CNC[C@H]2O[C@@H](n3cnc(C(N)=O)n3)[C@H](O)[C@@H]2O)cc1 do in these assays?
TAAR1 agonist: 11; M1 PAM parental: 7; CHRM1 antagonist: 0; CHO-K1 Ca ag: 0.6; CHRM1 agonist: 0; TAAR1 antag: -8; CHO-K1 Ca antag: -7
